FUS yeast rescue: FUS proteinopathy suppression in yeast. 0.24% of 390,000 active. Potency, µM (titrated, usually from 76.6 µM), for the others: top-dose growth rescue (activation), usual class: activators. AID 1347120. S. cerevisiae FUS-expressing, growth rescue, OD600, 24 h;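 also: potency is read from the fitted curve at half-maximal effect; plate controls were DMSO vehicle for no effect and reference control for full effect; nearly all actives have a fitted effect of over 55% in size; some results filed as inactive show a strong effect at the top dose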
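Compound concentration series was pinned onto galactose-induced FUS-expressing yeast seeded at OD 0.005. Plates sat 24hr at 30C; absorbance at 600 nm gave growth. DMSO served as background control.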
TDP-43 yeast inh: inhibitors of TDP-43 toxicity in yeast. 1.8% of 410,000 active. Potency, µM (series often up to 46.1 µM), inactives show at the top dose growth rescue (activation), most hits filed as activators. TDP-43 expressing yeast growth rescue, BacTiter-Glo, 24 h. AID 652104; also: potency is read from the fitted curve at half-maximal effect; % of control where 0% means no effect; nearly all actives have a fitted effect of over 50% in size
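Yeast cells expressing TDP-43 under galactose induction are exposed to compounds for 24 hr at 30 deg C. BacTiter-Glo luminescence measures growth, so protective compounds score as activators.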
GLP1R inv ag: acts as inverse agonist at human GLP-1 receptor | 1.6% of 410,000 active | AID 624417 | HEK293 GLP-1R CRE-luciferase, luminescence, 24 h; GLP-1R form is constitutively active | Potency, µM (doses to about 38.3 µM), for inactives: at the highest dose activity change, negative = inhibition, most hits filed as inhibitors; also: potency is read from the fitted curve at half-maximal effect; % is scaled to controls: 0 for no effect and ±100 for the full control effect; nearly all actives have a fitted effect of over 55% in size
Target sequence (P43220 whole entry, looked up): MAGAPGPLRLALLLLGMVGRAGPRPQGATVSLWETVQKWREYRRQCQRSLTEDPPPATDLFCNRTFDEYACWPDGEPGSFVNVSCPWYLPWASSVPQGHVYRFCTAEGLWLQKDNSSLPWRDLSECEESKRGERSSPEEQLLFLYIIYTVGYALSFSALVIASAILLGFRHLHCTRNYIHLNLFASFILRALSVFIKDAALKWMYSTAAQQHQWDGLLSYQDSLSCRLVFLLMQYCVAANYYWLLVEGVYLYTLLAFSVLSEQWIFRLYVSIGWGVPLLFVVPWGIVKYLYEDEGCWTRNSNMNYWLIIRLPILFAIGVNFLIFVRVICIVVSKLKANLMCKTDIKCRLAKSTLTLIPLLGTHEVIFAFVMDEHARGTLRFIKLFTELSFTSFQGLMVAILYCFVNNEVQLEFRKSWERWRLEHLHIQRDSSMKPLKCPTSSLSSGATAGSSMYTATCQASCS
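Stable HEK293 clone (constitutively active GLP-1R + cAMP-response luciferase); 200 cells/uL plated, 12 h pre-culture, compound 24 hr, 37 deg C/5% CO2; detection reagent 12 min RT; luminescence.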
Akt phos inh: blocks phosphorylation of Akt | AID 651550 | Neuro2A IGF-stimulated pAkt S473 HTRF, 20 min; active compounds read low | 0.32% of 360,000 active | activity change, % for hits at 50 µM; in the data active = activity change below about -80%; inconclusive = mostly about -51% to -80%; also: % is scaled to controls: 0 for no effect and ±100 for the full control effect
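Neuro2A cells (4,500/well, DMEM with 0.5% FBS) were treated with compound at a single 50 µM final concentration, stimulated with 6 nM IGF for 20 min at 37 °C, and lysed. Phospho-Akt Ser473 was read by HTRF as 665/615 ratio ×10^4.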
Mm-Cpn inhibitor: blocks the Methanococcus maripaludis chaperonin Mm-Cpn; purified Mm-Cpn ATPase, ADP Transcreener TR-FRET; Potency, µM (top dose mostly 76.9 µM), inactives show top-dose activity, negative = inhibition, usual class: inhibitors; 0.031% of 330,000 active; also: potency is read from the fitted curve at half-maximal effect; % is scaled to controls: 0 for no effect and ±100 for the full control effect; nearly all actives have a fitted effect of over 80% in size
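Reaction buffer contained 30 mM Tris pH 7.4, 100 mM KCl, 5 mM MgCl2 and 1 mM DTT. Mm-CPN (25 nM final) hydrolysed 10 uM ATP over 30 min at 37°C; ADP was read by HTRF.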
aSyn rescue: rescues yeast growth from alpha-synuclein toxicity; 0.14% of 370,000 active; Potency, µM (doses to about 46.1 µM), without a hit: at the highest dose growth rescue (activation), most hits filed as activators; Yeast expressing alpha-synuclein, growth rescue, BacTiter-Glo, 24 h; also: potency is read from the fitted curve at half-maximal effect; % of control where 0% means no effect; nearly all actives have a fitted effect of over 65% in size
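Galactose-induced alpha-syn yeast (OD600=0.02, raffinose-pregrown) + pinned cpd, 24 hr, 30 deg C; growth by BacTiter-Glo luminescence. Growth restoration scores as activation.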
HEK293 tox: cytotoxic in the GLP-1 receptor inverse agonist counter-screen. HEK293 cAMP-luciferase reporter cells, luminescence, 24 h. Potency, µM (series often up to 38.3 µM), without a hit: top-dose activity change, negative = inhibition, most hits filed as inhibitors. 0.13% of 410,000 active. AID 624418;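 also: loss of luciferase light is scored as toxicity; potency is read from the fitted curve at half-maximal effect; % is scaled to controls: 0 for no effect and ±100 for the full control effect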
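A 23 nL compound transfer followed 12 hours of cell culture at 37 deg C; exposure then lasted 24 hr. Luciferase assay detection reagent was dispensed and plates read for luminescence after a 12 min room-temperature wait.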
PTHR1 ag: activates the human parathyroid hormone receptor PTHR1; Q03431; HEK293 GP2 PTHR1 cells, GloSensor cAMP luminescence, 1 h; Potency, µM (highest dose often 115 µM), inactives show at the highest dose activation, hits mostly activators; 0.075% of 410,000 active; AID 743266; also: potency is read from the fitted curve at half-maximal effect; nearly all actives have a fitted effect of over 55% in size; some results filed as inactive show a strong effect at the top dose; inactives centre near -15; many of its hits are not listed in these tables
Target sequence (Q03431 whole entry, looked up): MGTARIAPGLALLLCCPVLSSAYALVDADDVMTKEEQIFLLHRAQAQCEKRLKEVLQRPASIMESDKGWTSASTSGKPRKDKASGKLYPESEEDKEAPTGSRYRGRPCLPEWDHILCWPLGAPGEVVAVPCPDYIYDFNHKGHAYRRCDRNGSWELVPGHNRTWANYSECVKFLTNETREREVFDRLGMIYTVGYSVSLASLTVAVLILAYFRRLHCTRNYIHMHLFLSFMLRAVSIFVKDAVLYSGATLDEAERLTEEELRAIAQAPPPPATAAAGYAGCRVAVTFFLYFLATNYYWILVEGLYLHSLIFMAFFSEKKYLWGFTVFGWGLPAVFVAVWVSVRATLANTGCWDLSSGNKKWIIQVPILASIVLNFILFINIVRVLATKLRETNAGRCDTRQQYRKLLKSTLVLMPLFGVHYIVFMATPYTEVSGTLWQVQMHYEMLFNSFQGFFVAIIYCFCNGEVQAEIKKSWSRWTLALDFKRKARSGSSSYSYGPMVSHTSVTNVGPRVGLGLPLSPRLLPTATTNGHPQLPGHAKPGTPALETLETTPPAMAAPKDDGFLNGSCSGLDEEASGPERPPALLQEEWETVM
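HEK-293-derived GP2 cells expressing PTHR1 and a GloSensor cAMP reporter, 3,000/well, plated overnight, given luciferin plus IBMX (each 0.5 mM as added) for 1 h at 37 °C, then compound for 1 h at 37 °C. Luminescence was read after 15 min at room temperature.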
Abeta yeast res: restores growth of yeast expressing A-beta42 peptide; yeast expressing A-beta42, growth rescue, OD600, 48 h; response scale: 0% DMSO, 100% iron-clioquinol control; Potency, µM (highest dose often 46.1 µM), for the others: top-dose growth rescue, actives largely listed as activators; 0.063% of 410,000 active; also: potency is read from the fitted curve at half-maximal effect; nearly all actives have a fitted effect of over 55% in size
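Yeast growth medium received pinned compounds, then yeast cells expressing toxic A-beta were added; plates incubated at 30 C for 48 hr. Growth read as absorbance at 600 nm, normalized to DMSO and equimolar FeCl3 plus clioquinol controls.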
* = called active by the depositor; i = inactive; ? = inconclusive; . = no result given; [ ] = dose if it differs, or a comment. Unless noted, calls follow the shape of the dose curve; as a rule, active = well fitted curve in the direction sought with a large enough effect; inconclusive = small, poorly fitted or top-dose-only effect, or another doubt; inactive = no such curve, though single readings can be large; an effect the other way counts as inactive or inconclusive. Only part of the results is shown; rates above refer to the full screens.

Value order – Akt phos inh	GLP1R inv ag	HEK293 tox	FUS yeast rescue	Mm-Cpn inhibitor	TDP-43 yeast inh	Abeta yeast res	aSyn rescue	PTHR1 ag
NC(=O)c1c(NC(=O)c2ccncc2)sc2c1CCCCCC2
 : i	70%[activator]	1%	14%	1%	?	9%	-5%	-23%
Cc1ccc(C2C(C#N)=C(N)N(c3cccnc3)C3=C2C(=O)CCC3)s1 (stereo not given)
 : i	29%	13%	44%	0%	-23%	9%	-4%	-22%
CCCc1cc(=O)n2nc(N3CCC(C(=O)NCc4ccc(C)o4)CC3)sc2n1
 : i	15%	-15%	-4%	-4%	2%	9%	-4%	i
COc1ccc(-c2c(-c3cc(OC)c(OC)c(OC)c3)noc2C)cn1
 : i	?	4%	20%	0%	35%	4%	8%	-32%[inhibitor]
COC(=O)c1ccc(CNC(=O)/C=C/c2cc([N+](=O)[O-])ccc2OC(F)F)cc1
 : .	4%	-11%	14%	1%	8%	-6%	.	i
O=C(CCC(=O)N(CC(=O)NC1CCCC1)C1CCCC1)Nc1ccccn1
 : i	9%	5%	-14%	-1%	7%	12%	-7%	i
CCCCc1cc(=O)oc2cc(OCc3nn[nH]n3)c(Cl)cc12
 : i	-23%	2%	-13%	-3%	16%	0%	-7%	?
O=C(Nc1cccs1)Nc1c(F)c(F)c(F)c(F)c1F
 : i	?	12%[1.53 µM]	-4%	0%	10%	-1%	0%	-29%
Nc1nc(N)c2cc(Sc3cccc(C(F)(F)F)c3)ccc2n1
 : i	?	-10%	1%	.	15%	-25%	-5%	-26%
Cc1c(C(=O)NCCCc2ccccc2)cccc1[N+](=O)[O-]
 : i	0%	4%	.	5%	18%	8%	0%	i
CCOC(=O)N1CCN(c2ccc(C(=O)c3ccccc3)cc2F)CC1
 : i	?	2%	42%	-2%	19%	-21%	-13%	-22%[57.5 µM]
CCc1cccc(NC(=O)C(Cc2ccccc2)NS(=O)(=O)c2cccs2)c1 (stereo not given)
 : .	?	-1%	-17%	.	-21%	-16%	.	-57%[inhibitor]
COC(=O)c1ccc(/C=C/c2nc3ccccc3c(=O)[nH]2)cc1
 : i	18%	7%	11%	1%	-4%	4%	-1%	-4%
CSCCC(NC(=O)c1ccc([N+](=O)[O-])cc1Cl)C(=O)OCC(=O)NC1CCCC(C)C1C (stereo not given)
 : i	0%	8%	.	0%	-13%	4%	10%	i
CC1CCCCN1C(=S)NCCc1ccccc1 (stereo not given)
 : i	-23%	-16%	7%	3%	?	-2%	7%	-69%[inhibitor]
CC(C)c1nnc(NC(=O)c2cccs2)s1
 : i	-24%	2%	-30%	-1%	?	1%	-6%	-30%
O=C(c1cc2c(=O)[nH]c3ccccc3c2s1)N1CCN(c2ccc(F)cc2)CC1
 : .	-2%	-1%	-14%	.	0%	-3%	.	-29%
CCn1c(CNC(=O)c2ccc(OC)c(OC)c2)nnc1SCC(=O)Nc1ccccc1
 : i	9%	-4%[1.53 µM]	2%	1%	2%	-3%	-2%	i
COc1ccc(/C=C/C(=O)c2cc(F)ccc2OC(=O)c2ccccc2OC)cc1OC
 : i	?	-16%	43%	-5%	?	-4%	24%	-91%[inhibitor]
O=C(c1ccccc1)c1nnc(-c2ccncc2)o1
 : i	36%[activator]	-4%	4%	-1%	9%	4%	-1%	-13%[57.5 µM]
C/C(=N\NC(=S)Nc1ccc(C(C)C)cc1)c1ccc2c(c1)OCO2
 : i	-8%[0.307 µM]	7%[0.307 µM]	24%	1%	?	41%	-15%	-20%
Cc1ccc(-c2[nH]c3ccccc3c2C(C[N+](=O)[O-])c2ccco2)cc1 (stereo not given)
 : i	?	?	29%	-3%	-28%	-10%	6%	i
COc1ccccc1CN1CCCCCC1
 : i	-24%	0%	22%	1%	0%	-4%	-11%	15%
COc1cc(NC(=O)c2cc(-c3ccccc3)on2)cc(OC)c1OC
 : i	-21%	6%	11%	-1%	8%	19%	-15%	-12%
CCOC(=O)c1c(NC(=O)CN2CCCCC2)sc2c1CCCC2O (stereo not given)
 : i	?	-7%	13%	0%	11%	-6%	9%	-63%[inhibitor]
CCCn1c(=NC(=O)c2ccncc2)c(C#N)cc2c(=O)n3cccc(C)c3nc21
 : i	14%	10%	6%	.	-4%	9%	4%	i
CCC(C(=O)NCCc1ccc(S(N)(=O)=O)cc1)c1ccccc1 (stereo not given)
 : i	-2%	0%	22%	.	0%	-5%	-5%	-7%
COC(=O)[C@@]1(Cc2ccccc2)[C@H]2C(=O)N(C)C(=O)[C@H]2[C@H]2CN=C(SCc3ccc(C#N)cc3)N21
 : i	10%	3%	-7%	0%	16%	3%	1%	-11%
CC(=O)Nc1ccc(C(=O)OCC(=O)NC(=O)NC2CCCCC2)cc1
 : i	-9%	-10%	12%	-1%	13%	6%	2%	-6%
CC(C)C[C@H]1CN=C(Nc2ccccc2)N1CC1CCCC1
 : i	-7%	0%	-8%	-3%	22%	17%	-2%	i
COc1ccc2oc(C(=O)OCC(=O)NC(C)c3ccccc3)c(C)c2c1 (stereo not given)
 : i	-2%	3%	36%	-6%	3%	-1%	-2%	-13%
CCCn1c(C)cc(C(=O)CN2C(=O)c3ccccc3S2(=O)=O)c1C
 : i	?	1%	35%	.	?	-3%	1%	-44%
CCc1nn(CC(=O)NCCCN2CCOCC2)c(=O)c2cc3sccc3n12
 : i	14%	2%	-9%	4%	18%	-2%	0%	i
Cc1c(-c2nnc(SCC(=O)O)n2-c2ccccc2Br)nnn1-c1ccccc1
 : i	22%	9%	-5%	-1%	3%	13%	4%	i
C=CCOc1cccc(/C=N/NC(=O)CN(c2cc(Cl)ccc2OC)S(=O)(=O)c2ccc(C)c([N+](=O)[O-])c2)c1
 : i	-36%	?	.	1%	-7%	-4%	-4%	i
COC(=O)c1ccc(N(C(=O)CNC(=O)c2ccco2)C(C(=O)NCC2CCCO2)c2ccc(OC)c(OC)c2)cc1 (stereo not given)
 : i	24%	-1%	9%	0%	22%	2%	-1%	i
Cc1ccc(-c2cc(C(=O)Nc3cccnc3)c3ccccc3n2)o1
 : i	7%	5%	3.2µM*	-5%	-26%	-3%	21%	i
Cc1cc(NS(=O)(=O)c2ccc(NC(=O)C(C)Oc3ccc(C(C)C)cc3)cc2)no1 (stereo not given)
 : i	-11%	-2%	?	-3%	?	9%	2%	-5%
Cc1cccc(NC(=O)CSCc2c(C)noc2C)c1C
 : i	-1%	-11%	2%	2%	-1%	-5%	0%	i
CCCN1CCc2c(sc(NC(=O)CCS(=O)(=O)c3ccccc3)c2C(=O)OC)C1
 : i	1%	10%	32%	-8%	-4%	-5%	-1%	i
COCc1c(C(=O)N2CCN(Cc3ccc(C#N)cc3)CC2)oc2ccccc12
 : i	-29%	-4%	22%	-1%	-7%	-2%	-2%	-20%
Nc1c(N(Cc2ccccc2)C(=O)COc2ccc(F)cc2)c(=O)[nH]c(=O)n1Cc1ccccc1
 : i	-6%	13%	.	0%	-11%	-12%	0%	-2%
CCOc1cccc(C2c3c(oc4ccc(F)cc4c3=O)C(=O)N2CCOC)c1 (stereo not given)
 : .	11%	4%	-2%	.	1%	-15%	.	-22%
O=C1CN(C(=O)c2ccccc2)c2ccccc2N1
 : i	3%	-5%	14%	-1%	15%	-10%	9%	i
COc1ccc(-c2cc3ccc(OCc4nn[nH]n4)cc3oc2=O)cc1
 : .	0%	101%[activator]	11%	-11%	13%	29%	.	-31%[inhibitor]
COc1ccc(CCNC(=O)c2cc(-c3ccccc3)nc3ccccc23)cc1OC
 : .	19%	-2%	-9%	.	6%	-8%	-18%	i
CC(C)Oc1ccc(C(=O)OCC(=O)NC(=O)NC2CCCC2)cc1
 : i	?	8%	2%	2%	20µM*	?	17%	-32%[inhibitor]
Cc1ccc(C(=O)CSc2nc(-c3ccccc3)ccc2C#N)cc1
 : i	3%	110%[activator]	-13%	-11%	-7%[0.397 µM]	2%	11%	-9%
O=C(N=C1SC2CS(=O)(=O)CC2N1c1ccc(OC(F)(F)F)cc1)C1CC1 (stereo not given)
 : i	99%[activator]	7%	-23%	-7%	-3%	1%	13%	-28%
COc1ccccc1NC(=O)c1ccc2c(c1)C(=O)N(Cc1ccco1)C2=O
 : i	7%	-2%	6%	-1%	3%	11%	9%	i
COc1ccc(OC)c(C(=O)c2coc3ccc(O)cc23)c1
 : i	0%	-44%	21%	1%	-1%	13%	20%	i
O=C(CSc1nc2ccccc2n1Cc1ccc(F)c(Cl)c1)N1CCN(c2ccc(F)cc2)CC1
 : .	-6%	-1%	-25%	.	30%	0%	.	-63%[inhibitor]
CS(=O)(=O)N1CCSC1c1ccc(Br)cc1 (stereo not given)
 : i	0%	21%	-1%	-1%	9%	2%	4%	-49%[inhibitor]
COCC(=O)NCc1ccc2c(c1)OCO2
 : i	20%	8%	.	0%	-1%	12%	0%	i

Compound profiles, as listed above. Order of screens: Akt phos inh, GLP1R inv ag, HEK293 tox, FUS yeast rescue, Mm-Cpn inhibitor, TDP-43 yeast inh, Abeta yeast res, aSyn rescue, PTHR1 ag
O=C(N=C1SC2CS(=O)(=O)CC2N1c1ccc(OC(F)(F)F)cc1)C1CC1 (stereo not given) across the screens: i, 99%[activator], 7%, -23%, -7%, -3%, 1%, 13%, -28%
CC(C)Oc1ccc(C(=O)OCC(=O)NC(=O)NC2CCCC2)cc1 across the screens: i, ?, 8%, 2%, 2%, 20µM*, ?, 17%, -32%[inhibitor]

Screening results: PubChem BioAssay, National Center for Advancing Translational Sciences (NCATS)
